Screening results as filed in PubChem BioAssay.
GPR151 ag: activators of human GPR151, primary screen, cell-based, PathHunter beta-arrestin, luminescence | G-protein coupled receptor 151 (Homo sapiens), Q8TDV0 | PathHunter beta-arrestin GPR151 cells | activation, % at 11.2 µM | 650,000 tested, 1% active | AID 1508602, 2020; in the data active means activation above about 4.9%;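 further: 0% = median of compound wells and 100% = cells with positive control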
Target sequence (Q8TDV0 whole entry, looked up): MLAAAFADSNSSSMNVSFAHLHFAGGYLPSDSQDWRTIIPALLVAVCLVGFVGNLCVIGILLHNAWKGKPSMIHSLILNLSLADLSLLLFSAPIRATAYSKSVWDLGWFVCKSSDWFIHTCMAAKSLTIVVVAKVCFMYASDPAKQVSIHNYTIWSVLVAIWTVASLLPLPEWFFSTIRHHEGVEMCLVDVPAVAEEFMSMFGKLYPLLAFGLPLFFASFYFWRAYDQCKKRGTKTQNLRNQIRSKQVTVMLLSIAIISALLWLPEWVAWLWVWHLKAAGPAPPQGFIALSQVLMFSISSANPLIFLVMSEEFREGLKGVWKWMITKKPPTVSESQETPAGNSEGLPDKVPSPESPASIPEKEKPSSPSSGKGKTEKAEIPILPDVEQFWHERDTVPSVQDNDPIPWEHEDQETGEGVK
MITF inh: MITF inhibitors, primary screen, biochemical, AlphaScreen, human. Microphthalmia-associated transcription factor (Homo sapiens), O75030. AlphaScreen MITF homodimerization, bead proximity signal. inhibition, % at 2.6 µM. 650,000 tested, 0.91% active; in the data active means inhibition above about 50%;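 further: 0% = vehicle wells with protein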
TEAD-YAP block: TEAD-YAP interaction inhibition, primary screen, TEAD-YAP interaction inhibitor project, luminescence, HEK-TIYL cells; TEAD-Gal4/YAP UAS-luciferase luminescence; inhibition, % at 9.12 µM; 640,000 tested, 1.4% active; in the data active means inhibition above about 32%;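 further: 0% = median of test compound wells and 100% = reference inhibitor wells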
FBW7 activator: FBW7 E3 ligase activators, primary screen, biochemical, AlphaScreen, human | F-box/WD repeat-containing protein 7 (Homo sapiens), Q969H0 | AlphaScreen FBW7–phospho-cyclin E peptide binding, activator screen | normalized activity (activation), % at 26.1 µM | 650,000 tested, 0.13% active | AID 1259310, 2017; in the data active means normalized activity above about 1.9%;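 further: purified mutant Fbw7 with reduced substrate affinity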
Target sequence (Q969H0 whole entry, looked up): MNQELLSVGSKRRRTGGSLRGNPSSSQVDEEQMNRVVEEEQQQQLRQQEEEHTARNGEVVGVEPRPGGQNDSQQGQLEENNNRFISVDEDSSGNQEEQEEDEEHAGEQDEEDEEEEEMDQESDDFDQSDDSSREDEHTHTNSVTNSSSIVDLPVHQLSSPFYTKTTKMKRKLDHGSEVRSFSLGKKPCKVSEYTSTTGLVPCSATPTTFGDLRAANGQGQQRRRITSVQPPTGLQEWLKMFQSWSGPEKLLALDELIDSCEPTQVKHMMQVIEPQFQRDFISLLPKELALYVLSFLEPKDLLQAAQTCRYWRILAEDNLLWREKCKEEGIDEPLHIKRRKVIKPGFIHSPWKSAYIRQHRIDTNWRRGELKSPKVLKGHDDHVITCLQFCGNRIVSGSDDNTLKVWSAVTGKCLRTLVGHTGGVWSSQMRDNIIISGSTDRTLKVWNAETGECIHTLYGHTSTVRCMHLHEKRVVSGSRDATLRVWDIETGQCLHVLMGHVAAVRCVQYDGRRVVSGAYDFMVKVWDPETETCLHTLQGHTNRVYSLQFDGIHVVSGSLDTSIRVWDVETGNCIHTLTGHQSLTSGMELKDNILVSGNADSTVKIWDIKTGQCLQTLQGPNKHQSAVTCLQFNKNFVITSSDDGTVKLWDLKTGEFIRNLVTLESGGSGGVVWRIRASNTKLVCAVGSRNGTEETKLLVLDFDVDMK
* hit, by the source's call; & = joins results of further samples.

Second line of a record – GPR151 ag	MITF inh	TEAD-YAP block	FBW7 activator
Cc1nc2ccc(C(=O)Nc3c(C)n(C)n(-c4ccccc4)c3=O)cc2s1
→ 0.7	20	12	0.0
Cc1ccc(CSc2nnc3c(n2)OC(c2ccc(C)o2)Nc2ccccc2-3)cc1 (centres undefined)
→ -1.4	7	-7	0.3
Cc1nnc(SCC(=O)N2CCN(c3nnnn3-c3ccccc3)CC2)s1
→ -0.1	15	11	0.0
COc1ccccc1NC(=O)c1cc2ccccc2oc1=Nc1cccc(C(F)(F)F)c1
→ -0.3	-5	-10	0.1
COc1ccc(OC)c(N(CC(=O)Nc2cc([N+](=O)[O-])ccc2OC)S(C)(=O)=O)c1
→ 1.0	-9	-9	-0.2
COc1ccccc1N1C(=O)C(Cl)=C(Nc2ccc(S(N)(=O)=O)cc2)C1=O
→ 0.4	2	2	-0.2
Cc1ccc(NC(=O)c2ccc(S(=O)(=O)N3CCc4ccccc43)cc2)c(C(=O)c2ccccc2)c1
→ -0.6	10	5	1.1
CC1CN(C(=O)CC(c2ccccc2)c2ccccc2)CC(C)O1 (centres undefined)
→ 0.5	2	2	0.0
NC(=O)C1CCN(C2CC(=O)N(c3ccccc3F)C2=O)CC1 (centres undefined)
→ -0.2	-4	12	-0.3
Cc1ccc(-c2nc(-c3cccc(C)c3)no2)cc1
→ 0.6	7	-25	0.1
Cn1c(=O)[nH]c(=O)c2c1nc(NC1CCCCC1)n2Cc1ccc(F)cc1
→ 0.6	7	-6	0.0
CCOC(=O)O[C@]1(C(=O)OCCl)CC[C@H]2[C@@H]3CCC4=CC(=O)C=CC4(C)[C@H]3[C@@H](O)CC21C (some centres undefined)
→ 0.5	-4	-3	-0.1
Cc1c(Cl)cccc1NC(=O)CSc1nc2ccc(N3C(=O)c4ccccc4C3=O)cc2s1
→ 0.1	1	-4	-0.1
COC(=O)CNC(=O)COC(=O)c1cc(Cl)c(N)cc1OC
→ 3.3	11	-2	-0.2
CC(=O)c1ccc(-c2cc(F)cc3c2OC(CNC(=O)c2cncs2)C3)s1 (centres undefined)
→ -0.6	8	10	0.1

By substructure: those above with two or more sulfur atoms (three)
Second line of a record – GPR151 ag	MITF inh	TEAD-YAP block	FBW7 activator
Cc1nnc(SCC(=O)N2CCN(c3nnnn3-c3ccccc3)CC2)s1
→ -0.1	15	11	0.0
Cc1c(Cl)cccc1NC(=O)CSc1nc2ccc(N3C(=O)c4ccccc4C3=O)cc2s1
→ 0.1	1	-4	-0.1
CC(=O)c1ccc(-c2cc(F)cc3c2OC(CNC(=O)c2cncs2)C3)s1 (centres undefined)
→ -0.6	8	10	0.1

The results go on:
Second line of a record – GPR151 ag	MITF inh	TEAD-YAP block	FBW7 activator
O=C(CN1CCC(NC(=O)NC2CCCCC2)CC1)NCc1ccco1
→ -5.2	11	-6	0.0
CCn1c(=O)c2c(nc(Br)n2Cc2ccccc2)n(C)c1=O
→ -0.3	11	11	0.3
C=CCn1c(N2CCC(C(=O)NCC(N)=O)CC2)nc2ccccc21
→ -0.8	23	-3	0.4
Cc1ccc(-c2ccc(C(=O)N3CCN(C)CC3)c(N3CCOCC3)n2)cc1
→ -0.3	2	1	-0.1
COc1ccc(C(=O)/C=C/Nc2ccc(I)cc2)cc1OC
→ -1.8&0.2	22&4	1&-4	0.6&0.4
COc1cccc(-c2nc(-c3cc(C)nc4ccccc34)no2)c1
→ -0.1	1	0	0.1
C[C@@H](Cn1nc(-c2cccs2)oc1=O)NC(=O)c1ccco1
→ 1.3	-8	7	-0.2
CCCC(=O)N1CCC(C2(c3cccnc3)NC(=O)N(CCc3cccs3)C2=O)CC1 (centres undefined)
→ -0.6	22	4	1.2
CCCOc1ccccc1/C=C1\SC(N)=NC1=O
→ 0.3	4	7	0.0
Cc1ccc(NC(=O)c2ccccc2NC(=O)c2cccc(S(=O)(=O)N3CCCCC3)c2)c(C)c1
→ -1.2	17	8	0.2
CCOC(=O)CSC1=C(C#N)C(c2ccc(C)o2)CC(=O)N1 (centres undefined)
→ 1.0	6	60*	0.0
COc1cccc(N2CCN(S(=O)(=O)c3cc([N+](=O)[O-])ccc3C)CC2)c1
→ -1.2	-9	3	-0.3
COc1cccc(CNC(=O)CCC2CCCN(c3cc(C)nc(N(C)C)n3)C2)c1 (centres undefined)
→ 0.2	-17	-4	0.0
CCOC(=O)N1CCN(c2cc(-c3cncc(-c4ccccc4)c3)nc(C)n2)CC1
→ 0.0	2	-6	0.0
Cc1ccccc1NC(=O)NCCn1ccnc1C
→ 0.0	-1	-1	-0.2
O=C(NCCOc1ccccc1)c1csc(Nc2ncccn2)n1
→ -1.4	18	-27	0.2
CCOC(=O)c1c(NC(=O)C2CCC(=O)N2C2CCCC2)sc2c1CCCC2 (centres undefined)
→ 0.0	-9	-7	0.1
CCOC(=O)c1c(NC(=O)C(C)Sc2nnc(CNC(=O)c3ccc(OC)c(OC)c3)n2-c2ccc(F)cc2)sc2c1CCC2 (centres undefined)
→ -1.2	-9	-3	0.1
CCC1Oc2ccc(C)cc2N(CC(=O)N(Cc2cccnc2)Cc2cccc(F)c2)C1=O (centres undefined)
→ 1.0	6	4	-0.1
Cc1nnc2sc(NC(=O)c3cccc(F)c3)nn12
→ -9.8	9	-31	-0.1
Nc1cc(N)nc(SCC(=O)Nc2cc(F)ccc2F)n1
→ 0.7	13	-2	0.9
COc1ccc(S(=O)(=O)NCCO)cc1
→ -1.3	-1	-10	0.1
c1cncc(CNc2ccnc(NCCN3CCOCC3)n2)c1
→ 0.8	-9	-5	-0.1
COc1ccc([N+](=O)[O-])cc1N/C(=N\S(=O)(=O)c1ccccc1)c1ccccc1
→ 1.8	-3	-19	0.1
O=C(NC1CC1)C1CCN(c2nc3ccccc3[nH]c2=O)CC1
→ -0.1	4	1	0.2
O=C(CCCCCn1c(=O)[nH]c2ccsc2c1=O)NCCc1c[nH]c2ccccc12
→ 0.0	1	12	0.2
CCCn1c(=N)n(CC(O)c2ccco2)c2ccccc21 (centres undefined)
→ 0.8	-2	7	-0.1
O=[N+]([O-])c1ccccc1-c1nc(-c2ccccc2)c(-c2cccs2)[nH]1
→ -0.4	2	-4	-0.1
CCOc1ccccc1Nc1nnc(SCC(=O)Nc2ccc3c(c2)OCO3)s1
→ -3.0	3	-6	0.0
Cc1noc(NS(=O)(=O)c2ccc(NC(=O)COc3ccccc3Cl)cc2)c1C
→ -0.7	8	2	0.5
O=C(NCCOC12CC3CC(CC(C3)C1)C2)c1cc2cc([N+](=O)[O-])ccc2oc1=O
→ -0.5	4	3	0.1
COc1ccc(C)cc1NCC(O)Cn1nnnc1-c1ccccc1 (centres undefined)
→ 0.5	7	1	-0.2
CC(=O)c1sc(-c2ccc(Cl)cc2)cc1NC(=O)c1ccccc1Br
→ 0.8	0	-2	-0.1
O=C(/C=C/c1ccc(-c2ccccc2)cc1)NCc1cccnc1
→ -0.2	-6	-18	-0.1
COc1cc(C(=O)Oc2ccccc2/C=N/NC(=O)c2cc(C)[nH]n2)cc(OC)c1OC
→ 0.8	-1	-35	-0.3
CC(C)N(CCNC(=O)c1cccc(Nc2ccc(-n3ccnc3)cc2)c1)C(C)C
→ 0.4	6	0	-0.1
O=Cc1ccc(-c2cc(C(=O)O)ccc2Cl)o1
→ -0.6	37	8	0.1
CCN(CC)S(=O)(=O)c1cccc(C(=O)Nc2ccccc2C(N)=O)c1
→ 0.6	10	2	0.1
O=C(NCc1ccc2c(c1)OCO2)C(Cc1ccccc1)n1cccc1 (centres undefined)
→ -0.2	6	0	-0.4
COC(=O)c1ccc(-n2c(/C=C/c3cccc4ccccc34)nc3ccccc3c2=O)cc1
→ 1.6	15	-2	0.0
COc1ccc(COC(=O)C2=C(C)NC3=C(C(=O)CC(C)(C)C3)C2c2ccc(C)o2)cc1 (centres undefined)
→ -1.9&1.5	1&-8	-2&-4	0.0&-0.1
C/C(=N\Nc1nc(C)cc(=O)[nH]1)c1ccc(OC(F)F)cc1
→ -1.2	11	-12	0.0
COC(=O)COc1ccc(Br)cc1/C=C1/NC(=O)N(c2ccccc2)C1=O
→ -0.2	2	1	0.1
C(=C\c1nc(Cn2cnc3ccccc32)no1)/c1ccccc1
→ 0.2	-8	25	0.0
O=C1N[C@H](Cc2ccc(O)cc2)C(=O)N2CCN(Cc3cccc4ncccc34)C[C@H]12
→ 0.0	5	7	0.0
Cc1ccc(C2=NN(CC(=O)N3CCC(C)CC3)C(=O)CC2)cc1
→ -0.4	-2	0	-0.1
CCOC(=O)c1sc2nc(CC(=O)OC)nc(Nc3cc(F)ccc3C)c2c1C
→ -0.7	6	11	0.0
COc1ccccc1NC(=O)CCN1CCN(CCC(=O)Nc2ccccc2OC)CC1
→ -0.6	-5	2	0.0
O=C(CN1CCC(Nc2nc3c(c(=O)[nH]2)CCCC3)CC1)N1CCCc2ccccc21
→ 0.2	4	6	-0.2
Clc1ccc(Cn2nnc(-c3ccccc3Cl)n2)cc1Cl
→ 1.2	1	-11	-0.2
O=C(CCN1CCN(Cc2ccccc2)CC1)NNC(=O)Cc1n[nH]c(=O)c2ccccc12
→ -0.4	-2	6	0.0
COc1cccc(C(CC(=O)NCCC(C)C)NS(=O)(=O)c2ccc(F)cc2)c1OC (centres undefined)
→ 1.3	9	11	0.0
Cc1cc(C)n(-c2nncn2/N=C/c2cc([N+](=O)[O-])ccc2Cl)n1
→ -0.3	-2	-3	0.3
Cc1ccc(N/C(N)=N/c2nc(C)cc(C)n2)cc1
→ -0.6	11	7	0.1
O=c1[nH]c(Br)nc2nc[nH]c12
→ -0.6	2	1	0.1
COc1ccc(-c2nc3ccccc3c(=O)n2CC(=O)C(C)(C)C)cc1OC
→ -1.0	4	-21	-0.1
O=C(NCc1cccnc1)c1cncc(-c2ccc(N3CCOCC3)nc2)c1
→ -0.2	5	10	0.0
CN(c1ncccc1CNc1cc(Nc2ccc3[nH]c(=O)oc3c2)ncc1C(F)(F)F)S(C)(=O)=O
→ -1.4	-4	7	-0.1
Cc1ccc2c(CN3CCN(c4cccc(Cl)c4)CC3)cc(=O)oc2c1C
→ -1.3	6	-3	0.0
CCOC(=O)c1ccc2c(c1)nc(-c1ccccc1)c1nccn12
→ 0.9	-7	-1	-0.2

Next section
Second line of a record – GPR151 ag	MITF inh	TEAD-YAP block	FBW7 activator
COc1ccc(/C(C)=N/NC(=O)c2ccncc2)cc1
→ 0.6	-2	-5	-0.1
O=C(N1CCOCC1)N1CCCC(c2nc3c(nnn3Cc3ccc(F)cc3)c(=O)[nH]2)C1 (centres undefined)
→ -0.3	7	15	0.0
COc1ccc(CCn2c(SCC(=O)Nc3ccc(C)c(C)c3)nc3ccccc3c2=O)cc1OC
→ 1.1	13	8	0.0
COc1ccc(/C=N/NC(=O)c2ccco2)c(OC)c1OC
→ 1.2	13	-37	0.5
CCc1ccc(N(CC(=O)N2CCN(c3cccc(Cl)c3)CC2)S(C)(=O)=O)cc1
→ -1.2	15	1	0.0
CCOC(=O)Nc1ccc(C)c(N2CCCCC2=O)c1
→ -0.6	2	-7	0.0
COc1ccc(/C=N/Nc2ccc(S(N)(=O)=O)cc2[N+](=O)[O-])c(OC)c1
→ -0.9	-6	-18	0.1
CCCC1CCC(C(=O)Nn2c(-c3cccs3)nc3ccccc3c2=O)CC1 (centres undefined)
→ -0.8	-9	4	0.2
COC(=O)c1cc(Cl)ccc1Oc1nc(OC)nc(OC)n1
→ -0.1	-5	-6	-0.1
O=C(Nc1sc2c(c1C(=O)N1CCCCC1)CCCCC2)c1ccccc1
→ -0.8	5	5	1.2
Cc1ccc(CNC(=O)CN(c2cccc(C)c2C)S(=O)(=O)c2ccccc2)cc1
→ 2.2	-7	2	-0.1
CNC(=O)CC1C(=O)N(C)C(=S)N1NC(=O)c1ccc(Cl)cc1 (centres undefined)
→ -1.7	-13	-4	-0.2
COCCCNC(=O)c1ccc2c(c1)ncn2-c1ccccc1OC
→ -0.1	-17	-7	0.0
CCOc1cccc(C(=O)Nc2scc(-c3ccc(F)cc3)c2C(=O)OC)c1
→ 1.5	4	5	-0.1
COCCNC(=O)[C@@H]1C[C@H](NC(C)C)CN1Cc1ccccc1Cl
→ 1.2	-5	-3	0.0

Retrieved one by one from the entries so far (3):
Second line of a record – GPR151 ag	MITF inh	TEAD-YAP block	FBW7 activator
c1cncc(CNc2ccnc(NCCN3CCOCC3)n2)c1
→ 0.8	-9	-5	-0.1
COc1ccc(C(=O)/C=C/Nc2ccc(I)cc2)cc1OC
→ -1.8&0.2	22&4	1&-4	0.6&0.4
CCc1ccc(N(CC(=O)N2CCN(c3cccc(Cl)c3)CC2)S(C)(=O)=O)cc1
→ -1.2	15	1	0.0

More entries.
Second line of a record – GPR151 ag	MITF inh	TEAD-YAP block	FBW7 activator
O=C(c1ccc(OC2CCN(Cc3ccccn3)CC2)cc1)N1CCSCC1
→ 4.6	5	3	0.1
COc1cc(Br)cc(C2Nc3ccccc3-c3nnc(SC)nc3O2)c1OC (centres undefined)
→ 0.9	-6	-5	-0.2
COC(=O)Nc1nc2cc(Oc3ccc(Cl)c4ccccc34)c(Cl)cc2[nH]1
→ -1.0	10	18	0.5
COC(=O)C1=C(C)N(CCc2ccccc2)C(=O)/C1=C\c1ccc(C(=O)O)cc1
→ -0.4	4	-1	-0.4
COC(=O)c1ccccc1C1=CC(=O)C=CC1=O
→ -0.6	8	-7	-0.1
Clc1cccc(CN2CCN(c3ncccn3)CC2)c1
→ 3.4	49	-4	0.2

The order is random, and some 3.4% of all compounds hit somewhere here.
